From PubChem BioAssay
KCNQ1 pot = potentiators or activators of KCNQ1 channel, primary screen, cell-based, thallium flux, high-throughput; B-score at 10 µM; actives 0.35% (n = 310,000); CHO-K1 KCNQ1, thallium flux FluxOR fluorescence; hits give high values;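 active means fluorescence ratio B-score, a plate-corrected score, at least three library SD, with initial intensity B-score within 5 SD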
Target sequence (P51787 whole entry, looked up): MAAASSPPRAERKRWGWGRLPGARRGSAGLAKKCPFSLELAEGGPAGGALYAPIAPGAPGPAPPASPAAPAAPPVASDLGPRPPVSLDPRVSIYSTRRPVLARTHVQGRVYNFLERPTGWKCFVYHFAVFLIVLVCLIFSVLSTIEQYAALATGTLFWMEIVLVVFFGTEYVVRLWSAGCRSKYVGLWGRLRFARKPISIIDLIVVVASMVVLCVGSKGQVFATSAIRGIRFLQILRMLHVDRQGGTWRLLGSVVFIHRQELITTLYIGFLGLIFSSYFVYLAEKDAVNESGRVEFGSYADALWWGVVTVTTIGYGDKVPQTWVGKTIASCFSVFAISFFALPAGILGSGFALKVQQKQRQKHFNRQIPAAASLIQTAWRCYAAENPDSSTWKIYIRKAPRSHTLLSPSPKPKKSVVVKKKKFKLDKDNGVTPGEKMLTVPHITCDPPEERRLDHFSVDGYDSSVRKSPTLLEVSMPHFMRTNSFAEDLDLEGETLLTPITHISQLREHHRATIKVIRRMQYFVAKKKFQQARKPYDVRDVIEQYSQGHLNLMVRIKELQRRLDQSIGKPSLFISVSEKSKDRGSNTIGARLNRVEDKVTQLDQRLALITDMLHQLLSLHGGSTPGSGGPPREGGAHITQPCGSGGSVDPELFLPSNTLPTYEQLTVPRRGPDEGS
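Medium – assay buffer, equal DMSO in all wells · Material – CHO-K1 cell line with stable KCNQ1 potassium channel expression · Signal – kinetic FluxOR thallium fluorescence, 10-s 1-Hz baseline, 110-s post-stimulus read · Compound – single concentration per compound, DMSO matched to controls · Schedule – 37 °C overnight plating, 90-min dark dye load, 20-min compound pretreatment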
PolyA inh = polyadenylation inhibitors in yeast reporter cells, primary screen, luminescence, S. cerevisiae; S. cerevisiae SKY197-pL101 polyadenylation reporter, beta-gal luminescence; efflux-impaired pdr1/pdr3 knockout yeast; score 100 = 6 SD above DMSO; actives 0.02% (n = 300,000); calls only at 12 µM; AID 1875, 2009;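 active means lowest replicate activity score at least 50, where 100 means six control SD above control mean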;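 further: yeast exposed to compound for 9 h at 30 °C; higher score means more reporter readthrough which indicates perturbed polyadenylation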
RGS4 pot = RGS4 potentiators or activators, primary screen, cell-based, HEK293 M3R inducible RGS4, calcium flux | B-score at 10 µM | actives 0.92% (n = 310,000) | carbachol calcium flux Fluo4; hits give low values;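 active means B-score of the integrated calcium signal more than 4 SD below the library mean, with starting fluorescence not abnormally high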;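 further: negative B-score means reduced calcium response which marks RGS4 activation or potentiation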
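Assay system: Inducible-RGS4 HEK293 cells carrying M3 receptor | Schedule: Compound preincubation 20 min at room temperature before agonist | Signal: Kinetic calcium fluorescence imaging with Fluo4-AM dye, 2 µM | Read-out basis: B score from integrated fluorescence ratio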
Dyrk1A ADPGlo = rat Dyrk1A kinase inhibitors, primary screen, biochemical, single point, plate reader; Dual specificity tyrosine-phosphorylation-regulated kinase 1A (Rattus norvegicus), Q63470; ADP-Glo luminescence, NFATc1 peptide; inhibition, % at 12.5 µM; actives 0.43% (n = 310,000); AID 504441, 2011; in the data active means inhibition above about 50%;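 further: plate controls were vehicle with enzyme for no effect and no enzyme for full effect; many of its hits are not listed in these tables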
KCNK3 block = human KCNK3 channel inhibitors, primary screen, CHO cells, FluxOR thallium flux, B-score; B-score at 10 µM; Potassium channel subfamily K member 3 (Homo sapiens), O14649; actives 0.84% (n = 340,000); FluxOR fluorescence; hits give low values; AID 602410, 2012;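 active means B-score under library mean minus 4 SD, starting fluorescence ratio at most library mean plus 5 SD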;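 further: more negative B-score means stronger inhibition of thallium flux through KCNK3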
Target sequence (O14649 whole entry, looked up): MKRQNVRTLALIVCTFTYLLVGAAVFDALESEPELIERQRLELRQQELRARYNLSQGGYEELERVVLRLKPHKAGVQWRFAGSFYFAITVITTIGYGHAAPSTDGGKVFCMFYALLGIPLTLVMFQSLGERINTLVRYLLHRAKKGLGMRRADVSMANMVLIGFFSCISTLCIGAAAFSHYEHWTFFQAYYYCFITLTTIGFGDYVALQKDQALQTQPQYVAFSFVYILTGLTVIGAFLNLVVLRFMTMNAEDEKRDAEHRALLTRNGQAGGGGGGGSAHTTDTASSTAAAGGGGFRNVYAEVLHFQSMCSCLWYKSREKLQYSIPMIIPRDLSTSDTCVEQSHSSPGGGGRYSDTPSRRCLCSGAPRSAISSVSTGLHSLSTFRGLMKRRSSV
KCNK9 inh = KCNK9 potassium channel inhibitors, primary screen, HEK293 cells, thallium flux. FluxOR thallium flux fluorescence; hits give low values. B-score at 10 µM. actives 1.2% (n = 310,000). Potassium channel subfamily K member 9 (Homo sapiens), Q9NPC2. AID 488922, 2010;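 active means ratio B-score over 3 SD below the library mean, with starting fluorescence within 5 SD of its mean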;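 further: negative B-score means less thallium flux so channel inhibition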
hERG protect = hERG rescue from dofetilide block, primary screen, cell-based, CHO-hERG, FluxOR thallium flux, dofetilide IC70. dofetilide IC70 present. Voltage-gated inwardly rectifying potassium channel KCNH2 (Homo sapiens), Q12809. actives 0.51% (n = 310,000). activation (rescue from dofetilide block), less the hit threshold, % at 10 µM. AID 1511, 2009;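 active means activation above the mean of controls blocked by dofetilide plus 5 SD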;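 further: thallium influx through hERG after potassium depolarization seen as dye fluorescence rise; in these data hits start at about 4.7%; inactives centre near -7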
GSK3 alpha inh = blockers of GSK3A enzyme activity – biochemical, luminescence, cell-free homogeneous, HTS, primary screen | Glycogen synthase kinase-3 alpha (Homo sapiens), P49840 | GSK-3 alpha kinase, ADP-Glo luminescence, 60 min | inhibition, % at 10 µM | actives 0.1% (n = 320,000) | AID 2650, 2010;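 in the data active means inhibition above about 50%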;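 further: GST-tagged GSK-3 alpha with peptide substrate and 25 µM ATP; 0% = DMSO neutral wells and 100% = GW8510 positive control wells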
KCNQ1 block = inhibitors of human KCNQ1 channel, primary screen, cell-based, thallium flux, high-throughput; Potassium voltage-gated channel subfamily KQT member 1 (Homo sapiens), P51787; actives 1.3% (n = 310,000); B-score at 10 µM; CHO-K1 KCNQ1, FluxOR thallium flux fluorescence; hits give high values; AID 2642, 2010;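 active means compounds whose thallium flux B-score, printed positive for inhibition, exceeds three library SD while starting fluorescence stays within three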;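 further: channel opened by potassium depolarization with thallium stimulus after 20 min compound exposure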
GSK3B inh = human GSK3beta kinase inhibitors, primary screen, biochemical, cell-free homogeneous, HTS | Glycogen synthase kinase-3 beta (Homo sapiens), P49841 | GST-GSK3beta kinase, ADP-Glo luminescence, 60 min; hits give low values | activity score (negative = inhibition), % at 10 µM | actives 0.038% (n = 300,000) | AID 2097, 2009;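 active means more than half of replicate wells score below -50%, meaning over 50% inhibition versus plate controls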;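 further: 0% = median DMSO wells and -100% = median GW8510 positive control wells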
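Test system – GST-tagged human GSK3beta kinase, cell-free · Incubation – 60 min enzyme reaction, room temperature · Signal – ADP-Glo luminescence · Also added – peptide substrate and ATP at 25 µM · Controls – DMSO neutral wells and GW8510 at 20 µM as positive · Buffer or medium – Tris/MgCl2 kinase buffer · Measure – Luminescence-derived activity versus plate DMSO and GW8510 wells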
HDAC3 inhib = HDAC3 deacetylase inhibitors, primary screen, biochemical, fluorescence, cell-free homogeneous; Histone deacetylase 3 (Homo sapiens), O15379; recombinant HDAC3, fluorogenic peptide/trypsin coupled; inhibition, % at 8.3 µM; actives 0.15% (n = 320,000); AID 2718, 2010; in the data active means inhibition above about 26%, passing the limit was not always enough
* = called active by the depositor; i = inactive; / = not tested or not shown. Some of the compounds tested; count on the stated rates, not on these rows.

Results follow in this order: KCNQ1 pot	PolyA inh	RGS4 pot	Dyrk1A ADPGlo	KCNK3 block	KCNK9 inh	hERG protect	GSK3 alpha inh	KCNQ1 block	GSK3B inh	HDAC3 inhib
COc1ccc(/C=C/C(=O)NC(=S)NNC(=O)c2cccs2)cc1
→ i	i	i	27.9	i	i	16.1*	-0.2	i	-0.7	-2.3
O=C(COC(=O)CCc1nc2ccccc2s1)NCc1ccco1
→ i	i	i	1.8	i	i	-1.4	-1.1	i	0.1	-3.3
Cc1cc([N+](=O)[O-])ccc1NC(=O)c1cncc(Br)c1
→ i	i	i	4.7	i	i	-2.0	-4.7	i	0.7	-1.3
Cc1cc(C)c2[nH]c(O)c(N=Nc3ccc(C(=O)O)cc3)c2c1
→ i	i	i	11.8	i	i	-5.8	-1.1	i	-2.6	1.2
O=C(Cn1cccc1C(=O)c1ccccc1)NCc1ccccc1Cl
→ i	i	i	-1.1	i	i	-10.9	0.7	i	1.5	8.9
CCOc1ccc(NC(=O)C[n+]2ccccc2)cc1
→ i	i	i	-5.9	i	i	-1.3	-1.9	i	1.7	0.3
COc1cccc(C2=CC(c3cccc(OC)c3OC(F)F)n3nnnc3N2)c1 (centres undefined)
→ i	i	i	-9.4	i	i	-7.1	/	i	1.6	5.1
CCN(CC)S(=O)(=O)c1ccc(NC(=O)CO/N=C(\N)c2ccccc2)cc1
→ i	i	i	-0.8	i	i	-16.8	-2.7	i	2.5	1.0
Cc1nc2ccccc2c(=O)n1/N=C/c1ccccc1Cl
→ i	i	i	-2.1	i	i	-3.2	-2.8	i	-1.1	1.1
C=CCN1C(=O)CSC1=Nc1cccc(O)c1
→ i	i	i	-0.9	i	i	-8.2	-1.1	i	0.3	9.4
O=C(O)c1cncc(Br)c1
→ i	i	i	7.3	i	i	-2.4	-2.6	i	3.4	-4.8
CCCNC(=O)c1nnsc1S(=O)c1ccc(Cl)cc1 (centres undefined)
→ i	i	i	-2.0	i	i	-13.2	/	i	0.8	/
CCCC1NC(=S)N(C2CCCCC2)C1=O (centres undefined)
→ i	i	i	-1.7	i	i	-5.5	-0.7	i	-2.1	2.0
COc1ccccc1Oc1ccc(S(=O)(=O)N2CCOCC2)cc1S(=O)(=O)N1CCOCC1
→ i	i	i	7.1	i	i	-2.7	-3.0	i	0.6	-1.1
CC(=O)c1ccc(N2CCN(S(=O)(=O)c3ccc4c5c3CC(=O)N5CC(C)S4)CC2)cc1 (centres undefined)
→ i	i	i	2.5	i	i	-6.2	3.6	i	0.7	-8.2
COC(=O)/C(=C/c1c[nH]c2ccccc12)NC(C)=O
→ i	i	i	-5.9	i	i	-5.5	-3.6	i	2.9	7.9
CN(C1(C)CCS(=O)(=O)C1)S(=O)(=O)c1cccc([N+](=O)[O-])c1 (centres undefined)
→ i	i	i	-7.6	i	i	-7.0	0.4	i	-1.4	-1.4
Cc1ccc(O)c(NC(=S)NC(=O)C(C)C)c1
→ i	i	i	14.5	i	i	-14.4	0.6	i	3.6	-4.0
COc1ccc(NS(=O)(=O)c2ccc(NC(=O)C3CCCO3)cc2)cc1 (centres undefined)
→ i	i	i	13.8	i	i	-10.6	4.1	i	-1.3	12.0
Cc1ccc(S(=O)(=O)N2CCCC2C(=O)OCc2ccccc2)cc1 (centres undefined)
→ i	i	i	-0.8	i	i	-10.2	-2.7	i	-0.9	-7.9
CN(C(=O)c1ccc2c(c1)CCN2S(C)(=O)=O)c1ccccc1
→ i	i	i	-1.3	i	i	-5.3	-0.5	i	0.0	15.0
CC(=O)Nc1ccc(S(=O)(=O)c2ccc(C)cc2)cc1
→ i	i	i	-7.1	i	i	-5.8	-0.6	i	-0.4	3.5
O=C(NCc1cccnc1)/C(=C/c1ccco1)NC(=O)c1ccccc1
→ i	i	i	1.9	i	i	-6.7	0.5	i	0.0	5.5
Cc1nc(NC(=O)c2ccc3c(c2)OCCO3)ccc1Br
→ i	i	i	17.0	i	i	-7.5	-0.8	i	-2.9	/
Cc1ccccc1C(=O)Nc1ccc(-c2nc3ccc(C(=O)c4ccccc4)cc3[nH]2)cc1
→ i	i	i	0.5	i	i	-24.2	1.4	6*	1.3	5.3
CC(=O)N1CCc2c(sc(NC(=O)C3COc4ccccc4O3)c2C(N)=O)C1 (centres undefined)
→ i	i	i	16.8	i	i	-9.8	31.1	i	-45.6	5.1
CCNC(=O)c1ccccc1NC(=O)C1CC(=O)N(C(C)C)C1 (centres undefined)
→ i	i	i	-4.8	i	i	-1.9	3.1	i	-0.4	-1.1
O=C(O)c1ccccc1N(Cc1ccccc1)C(=O)COc1ccccc1
→ i	i	i	-1.0	i	i	-10.2	-3.9	i	2.3	-6.8
S=c1[nH]nc(-c2ccccn2)n1/N=C/c1ccc(Br)s1
→ i	i	i	-2.8	i	i	-8.9	-4.7	i	-9.9	-1.4
CCOC(=O)N1C2C=C(C)[C@@H]2[C@@H]2CC(=O)N21 (some centres undefined)
→ i	i	i	5.8	i	i	-6.6	-0.8	i	2.6	-4.9
O=C(Nc1ccc(Br)cc1)N1CCCCC1
→ i	i	i	/	i	i	0.7	-1.9	i	6.0	4.6
Cc1ccc(S(=O)(=O)NCCSCc2ccccc2)cc1
→ i	i	i	4.2	i	i	-9.8	-1.5	i	1.8	-1.0
O=C(Nc1ccc(Cc2ccncc2)cc1)c1cc(F)c(F)cc1Cl
→ i	i	i	-0.9	i	i	-3.8	-0.5	i	0.7	1.5
O=C(CSc1nnc(-c2ccccc2)o1)N1CCN(c2ccccc2)CC1
→ i	i	i	2.9	i	i	-9.2	1.9	i	0.0	4.4
CCN(CC)S(=O)(=O)c1ccc(O)c(NC(=O)c2cc(-c3cc(OC)c(OC)c(OC)c3)nc3ccccc23)c1
→ i	i	i	-2.4	i	i	-13.4	-0.3	i	-1.8	-0.8
CCOC(=O)CN1C(=O)NC2NC(=O)NC21 (centres undefined)
→ i	i	i	-1.0	i	i	-5.5	1.1	i	1.3	-7.3
CC(=O)Nc1cccc(OC(=O)COc2ccc(Br)cc2)c1
→ i	i	i	-4.4	i	i	-8.2	0.4	i	1.1	2.9
O=C(O)/C=C/C(=O)NNc1ccc([N+](=O)[O-])cc1
→ i	i	i	-3.2	i	i	-21.3	-2.7	i	2.3	-8.2
COC(=O)c1ccc(C(=O)N(C)C2CCCN(Cc3ccccc3F)C2)cc1 (centres undefined)
→ i	i	i	10.0	i	i	-4.8	2.5	i	-3.8	5.7
Cc1ccccc1NC(=S)N1CCCC(c2nc3ccccc3[nH]2)C1 (centres undefined)
→ i	i	i	1.0	i	i	-7.6	-0.5	i	2.0	3.5
O=C(COC(=O)c1cccc(S(=O)(=O)Nc2ccc(F)cc2)c1)NCCN1C(=O)CSC1=O
→ i	i	i	1.0	i	i	-11.9	-2.5	i	3.7	-4.2
O=c1cc(C(F)(F)F)nc(SCc2cccnc2)[nH]1
→ i	i	i	-0.8	i	i	-8.4	-3.5	i	2.0	-0.7
COC(=O)C[C@H]1c2cc(C(F)(F)F)ccc2S(=O)(=O)N1C(C)(C)C
→ i	i	i	4.6	i	i	-0.1	-1.7	i	-1.2	4.4
Cc1onc(C(=O)N2CCOCC2)c1[N+](=O)[O-]
→ i	i	i	-2.7	i	i	-6.7	/	i	-1.2	-2.2
COc1ccc(N2CCN(C(=O)CNC(=O)Cc3ccccc3)CC2)cc1
→ i	i	i	7.9	i	i	-12.0	0.1	i	2.1	-4.4
CC1CCN(C(=O)COc2coc(CN3CCc4ccccc43)cc2=O)CC1
→ i	i	i	/	i	i	-9.0	-2.1	i	1.6	-0.8
CCCC(CCC(=O)Nc1cccc([N+](=O)[O-])c1)C(=O)O (centres undefined)
→ i	i	i	1.8	i	i	-14.8	-3.4	i	-6.0	4.3
COc1ccc(-n2c(=O)c(NC(=O)c3ccccc3)c3n(c2=S)CCCCC3)cc1
→ i	i	i	-7.8	i	i	-13.3	-0.4	i	-3.6	6.9
O=C(Cn1cnc2c(nnn2Cc2ccc(F)cc2)c1=O)NCc1ccccc1
→ i	i	i	-5.9	i	i	-8.2	-3.5	i	-1.5	-0.1
c1nc(N2CCCC2)c2[nH]cnc2n1
→ i	i	i	17.6	i	i	-7.9	13.8	i	-0.9	-1.5

New compounds follow
Results follow in this order: KCNQ1 pot	PolyA inh	RGS4 pot	Dyrk1A ADPGlo	KCNK3 block	KCNK9 inh	hERG protect	GSK3 alpha inh	KCNQ1 block	GSK3B inh	HDAC3 inhib
CN(C)c1ccc(C(=O)NCCCSc2ccccc2)cc1
→ i	i	i	/	i	i	-3.9	-1.5	i	2.9	7.2
COc1cc2ccccc2cc1C(=O)OCC(=O)NC1CCS(=O)(=O)C1 (centres undefined)
→ i	i	i	12.1	i	i	-15.3	-1.8	i	0.4	-23.8
O=c1c(-c2ccc(Cl)cc2)coc2c(CN3CCOCC3)c(O)ccc12
→ i	i	i	-10.0	i	i	-8.9	14.5	i	0.4	-17.2
NS(=O)(=O)c1ccc(NC(=O)CSc2ncnc3ccccc23)cc1
→ i	i	i	-7.0	i	i	-2.4	3.5	i	1.8	-8.7
